# ATG4B inhibitor – inhibitors of human ATG4B cysteine protease; ATG4B cleavage of LC3-PLA2, NBD-HPC fluorescence, 1 h; inhibition, % at 8.33 µM; actives 0.51% (n = 340,000); AID 504462; in the data active = inhibition above about 40%
# NR3A LBD binder – modulators (binders) of human NR3A ligand-binding domain; actives 2.5% (n = 340,000); NR3A LBD differential scanning fluorimetry, Tm shift; 0% = protein alone, 100% = glycine-bound protein; Tm shift relative to glycine control, % at 25 µM; AID 1259313;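 active = melting temperature shift of at least 10% of the positive control shift, at one fixed dose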
# hIAP activ – human IAP activation. P09923. purified human IAP, CDP-Star luminescence, 30 min; stronger effect = higher value; 1 = vehicle-only enzyme, 0 = enzyme-free background. activation factor at 10 µM. actives 0.16% (n = 330,000). AID 2524;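 active = activation factor of the enzyme at least 2-fold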; note: the source names both 10 and 20 µM as test concentration; values of inactives mirror those of a sister screen read the other way
# Target sequence (P09923 whole entry, looked up): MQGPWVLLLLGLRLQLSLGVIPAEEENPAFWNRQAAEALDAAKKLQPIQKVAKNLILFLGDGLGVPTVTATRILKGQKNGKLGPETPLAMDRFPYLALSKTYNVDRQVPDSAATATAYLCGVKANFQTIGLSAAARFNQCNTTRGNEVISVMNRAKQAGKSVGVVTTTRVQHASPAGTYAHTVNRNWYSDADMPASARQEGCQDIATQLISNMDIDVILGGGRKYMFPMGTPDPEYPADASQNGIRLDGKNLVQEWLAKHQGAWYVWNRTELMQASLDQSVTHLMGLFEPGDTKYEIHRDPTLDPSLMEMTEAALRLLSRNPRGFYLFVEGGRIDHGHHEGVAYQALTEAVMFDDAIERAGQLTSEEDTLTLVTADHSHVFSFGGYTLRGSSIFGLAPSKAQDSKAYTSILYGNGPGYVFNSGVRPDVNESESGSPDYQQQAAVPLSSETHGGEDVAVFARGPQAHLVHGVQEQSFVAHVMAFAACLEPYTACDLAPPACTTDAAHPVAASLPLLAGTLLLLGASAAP
# SENP6 inh – SENP6 protease inhibition; Recombinant SENP6 catalytic domain, aminoluciferin luminescence; Q9GZR1; actives 1.8% (n = 330,000); inhibition, % at 10 µM;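 active = inhibition above about 50% at the single tested dose, limit read from the data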;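 note: plate controls were DMSO wells with enzyme for no effect and DMSO wells lacking enzyme for full effect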
# MPTP block – permeability transition pore inhibition; isolated mouse mitochondria, Ca2+ swelling absorbance, 30 min; inhibition, % at 10 µM; actives 1.4% (n = 360,000);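 active = inhibition of 50% or more, scaled per plate between neutral and stimulator controls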;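 note: 0% = DMSO wells given calcium and 100% = 1 mM EGTA wells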
# SENP1 inh – inhibitors of human SENP1 SUMO protease catalytic domain | actives 0.21% (n = 360,000) | recombinant SENP1 catalytic domain, CyPet-SUMO1-YPet FRET cleavage | inhibition, % at 10 µM | Q9P0U3;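 active = inhibition at least 30% at 10 µM, raw YFP signal under a set limit, fluorescence ratio 0.5 to 1.5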;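 note: 0% = enzyme with DMSO and 100% = no enzyme wells; some results filed as inactive read as strong as hits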
# Target sequence (Q9P0U3 419-644 limits assumed): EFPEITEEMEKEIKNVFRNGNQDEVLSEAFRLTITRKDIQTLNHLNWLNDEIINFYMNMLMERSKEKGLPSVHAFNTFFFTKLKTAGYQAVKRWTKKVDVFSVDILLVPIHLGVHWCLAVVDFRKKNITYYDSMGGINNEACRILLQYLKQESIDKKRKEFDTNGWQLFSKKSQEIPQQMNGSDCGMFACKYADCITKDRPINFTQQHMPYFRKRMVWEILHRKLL
#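 Assay system: hSENP1 catalytic domain, recombinant. Amount: SENP1 enzyme, 20 pM final. Schedule: 50 min reaction, RT, dark. Technique: FRET, CFP and YFP emission. Control set: no-enzyme wells low, DMSO-plus-enzyme wells high control.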
# PfGluPho inh – PfG6PD (Plasmodium falciparum) enzyme inhibition. PfGluPho enzyme, NADPH resazurin-diaphorase fluorescence. inhibition, % at 20 µM. actives 0.78% (n = 350,000). AID 504690;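 active = inhibition reaching at least a set limit at 20 µM in the primary screen, cut at about 59% in these data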;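 note: 0% = DMSO wells with substrate and 100% = DMSO wells lacking glucose-6-phosphate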
# SENP8 inh – blocks human SENP8 cleavage of Nedd8 substrate | inhibition, % at 20 µM | actives 0.64% (n = 360,000) | recombinant SENP8, Nedd8 substrate fluorescence; in the data active = inhibition mostly above about 40%, no sharp cut-off; inactive = mostly below about 27%
# Target sequence (Q96LD8 whole entry, looked up): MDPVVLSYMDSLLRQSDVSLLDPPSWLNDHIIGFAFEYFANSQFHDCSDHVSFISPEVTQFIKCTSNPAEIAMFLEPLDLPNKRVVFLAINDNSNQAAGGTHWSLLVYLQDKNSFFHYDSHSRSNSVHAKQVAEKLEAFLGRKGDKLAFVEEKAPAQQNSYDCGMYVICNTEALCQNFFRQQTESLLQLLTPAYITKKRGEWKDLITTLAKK
# Numbers without * were called inactive; / = no result given.
SMILES,ATG4B inhibitor,NR3A LBD binder,hIAP activ,SENP6 inh,MPTP block,SENP1 inh,PfGluPho inh,SENP8 inh
Cc1ccc(C2=NN(CCC(=O)NC3CCCC3)C(=O)CC2)cc1,-11,-1,1.1,11,-2.2,3,7,4
COc1ccc(CN(C(=O)c2ccc(-c3ccccc3)[nH]2)C(C(=O)NCC2CCCO2)c2ccc(C)o2)cc1 (stereo not given),4,-3,1.1,6,18,-1,57,-11
CN(CC(=O)Nc1ccccc1C(=O)NC1CC1)Cc1ccc(Cl)s1,-43,0,0.95,-9,-1.2,0,-6,7
Cc1cc(C)n(CCC(=O)N/N=C/c2ccccc2O)n1,-7,8,0.91,-4,0.4,-19,-30,-90
Cc1ccc(-n2ncc3c(=O)n(-c4cccc(C)c4)c(=O)[nH]c32)cc1,/,/,/,/,0.1,1,5,7
Cn1cc(/C=C(\C#N)C(=O)Nc2cccc([N+](=O)[O-])c2)c2ccccc21,-2,-4,0.88,17,1.9,-21,-15,-13
COCCCNC(=S)NNC(=O)c1cccnc1,0,2,0.94,4,0.1,4,-6,12
Cc1cc(C)c(C(=O)CSc2nc3ccccc3c(=O)[nH]2)cc1C,-12,-1,1.1,-1,-3.2,0,-6,7
COc1ccc(-c2cc(=O)oc3c(C)c(OCC(=O)Nc4cccnc4)ccc23)cc1,-2,-1,0.82,-2,-0.3,-1,18,-21
COc1ccc(-c2cc3nc[nH]c(=O)c3s2)cc1,-4,-2,0.99,-11,-1.1,1,-9,-335
Cn1cc(S(=O)(=O)N2CCCC2)cc1C(=O)NCc1ccc(Cl)cc1,0,-1,1.1,-16,-0.6,0,-8,9
CC(C)(C)N(Cc1ccccc1)C(=O)COC(=O)c1cccc([N+](=O)[O-])c1,7,1,0.95,-1,6.7,-1,-11,8
CC(=O)c1ccc(NC(=O)C2C3C=CC(C3=C(c3ccccc3)c3ccccc3)C2C(=O)O)cc1 (stereo not given),15,-30,1,-6,-2.2,0,-22,9
COC(=O)c1ccc(N2CCOCC2)c(NC(=O)c2ccc3c(c2)OCCO3)c1,-1,2,1.1,-2,-1.3,1,9,-3
Cc1nnc(SCC(=O)NCc2ccc3c(c2)OCO3)n1C,0,-2,0.92,-17,-2.1,0,4,10
COc1ccccc1NC(=O)C(=O)NCCC1CCCCN1S(=O)(=O)c1cccs1 (stereo not given),-1,1,1.1,-13,-0.6,1,2,22
Fc1cc2[nH]c(=S)[nH]c2c(Br)c1N1CCSCC1,-1,-1,1.2,8,-0.4,1,25,8
Cc1cccc(OCC(=O)Nc2cc(C)c(C)cc2O)c1,2,2,1,5,3.4,1,7,6
COc1ccc(NC(=O)Nc2ccc3nccnc3c2)cc1,-5,-1,1.1,12,1.5,5,10,-7
COc1ccc(/C=C(\C#N)C(=O)Nc2cccc(C)n2)cc1,2,1,1,50*,1.1,2,4,8
COc1ccc2cc3cc(C(=O)NCCN4CCc5ccccc5C4)sc3nc2c1,3,-10,0.9,4,0.5,-1,-6,-339
Cc1ccc(S(=O)(=O)N(C)C)cc1NC(=O)COC(=O)c1ccc2ccccc2n1,-12,0,1,-5,0.1,25,6,-5
CCNC(=O)/C(C#N)=C/c1c(N2CCCCCC2)nc2ccccn2c1=O,-1,-2,0.92,-5,-0.6,-86,8,-290
Cc1cc(-n2c(C)cc(C(=O)CSc3nncn3C(C)C)c2C)no1,-1,0,0.97,-12,-1.3,1,44,9
Cc1ccc(-n2c(CNc3ccc(F)cc3)nnc2SCC(=O)N2CCCC2)cc1,-8,0,1.1,14,0.3,-2,-4,5

# More structures:
SMILES,ATG4B inhibitor,NR3A LBD binder,hIAP activ,SENP6 inh,MPTP block,SENP1 inh,PfGluPho inh,SENP8 inh
COc1cc(-c2n[nH]c(=S)n2-c2ccc(Br)cc2)cc(OC)c1OC,-1,-2,1.2,-13,-0.2,2,33,-3
COC(=O)/C(C(C)=O)=C(/C=C/C=C/N(C)C)N(C)C,-4,0,0.89,-5,0.3,-89,6,10
CCOC(=O)C1CCN(CC(O)COc2ccc(C(=O)CC)cc2)CC1 (stereo not given),-8,-1,0.64,-9,1.9,1,-12,10
Cc1cccc(NC(=O)Cn2cnc3c(oc4ccccc43)c2=O)c1,0,2,0.79,-4,-0.1,1,0,-3
Cc1ccc(C(=O)Nc2ccc(O)cc2C(=O)O)cc1,5,-17,0.75,63*,-1.6,1,66*,12
Cc1ccc(C)c(S(=O)(=O)N2CCCC2CNC(=O)C(=O)NCc2ccco2)c1 (stereo not given),-1,2,1,-13,0.3,3,-4,10
Cn1c(=O)[nH]c(=O)c2c1nc(N1CCN(c3ccccc3)CC1)n2CCSc1ncccn1,-8,5,1,5,-2.4,0,11,9
CCN1CCN(C(=O)c2ccc(OCC(=O)Nc3ccc(F)cc3)c(OC)c2)CC1,13,-2,0.95,14,-0.8,1,-7,3
COc1ccc(S(=O)(=O)Nc2cc([N+](=O)[O-])ccc2OC)cc1,1,3,1,-7,1.1,1,-8,14
O=c1c2cnn(-c3ccccc3)c2nnn1Cc1ccccn1,-11,1,0.95,-24,-0.4,-1,3,-101
COc1cc(OC)cc(C(=O)NNC(=O)C(CCC(N)=O)NS(=O)(=O)c2ccc(Cl)cc2)c1 (stereo not given),0,0,/,/,-1.2,5,-30,20
O=C(NC(=S)N1CCN(C/C=C/c2ccccc2)CC1)c1cccnc1,2,1,1.1,3,0.4,0,1,0
O=C(NC1CC1)c1sccc1-n1cccc1,-5,0,0.9,-19,-3.3,-2,12,9
COc1ccc(/C=C/C(=O)Nc2ccccc2F)cc1S(=O)(=O)N1CCOCC1,1,-3,1.1,8,-0.3,-4,-8,2
CC(C)N1CCC(N2CCN(C/C=C/c3ccc(F)cc3)CC2CCO)CC1 (stereo not given),1,1,0.86,-8,0.0,-2,1,3
Cc1cc(NC(=O)Cn2nc(-c3ccccc3F)ccc2=O)ccc1-n1cnnn1,-3,1,0.81,-2,-1.9,-2,1,19
O=C(Nc1ccsc1C(=O)O)c1ccccc1,6,2,1.1,23,-0.7,-1,-10,15
COc1ccc2nc(C(F)(F)C(F)(F)F)c(C#N)c(N)c2c1,7,22*,1,-7,5.1,3,10,-256
CC1CCN(S(=O)(=O)c2nnc(NC(=O)c3cccc(Cl)c3)s2)CC1,-1,14*,1.4,-10,83*,-4,86*,-196
CC(=O)Nc1ccc(C(=O)N/C(=C/c2ccccc2)C(=O)Nc2cccc(C(=O)O)c2)cc1,6,0,0.96,-7,-0.6,-94,-4,-65
O=S(=O)(NCCC1CC1(Cl)Cl)c1ccccc1 (stereo not given),-4,1,1.1,-23,0.3,1,5,16
COc1ccc(C2CC(c3cccs3)=NN2C(=O)CSc2nncs2)cc1OC (stereo not given),-4,-1,0.93,-11,-1.3,-1,-15,-162
Cc1nc2sc3c(c2c(=N)n1N)CC(C)(C)OC3,1,3,0.8,4,-0.7,-9,10,-90
CN(C)CCSc1nc2cc(S(=O)(=O)N3CCCCC3)ccc2o1,-7,-1,0.86,0,0.0,0,-3,13
Cc1ccc2nc(Cl)c(C#N)cc2c1,-8,-1,1,-14,-1.9,0,6,8

# New compounds follow
SMILES,ATG4B inhibitor,NR3A LBD binder,hIAP activ,SENP6 inh,MPTP block,SENP1 inh,PfGluPho inh,SENP8 inh
COc1ccc(F)cc1S(=O)(=O)NC1CC(C)(C)NC(C)(C)C1,-14,-2,0.94,-10,0.5,0,-14,19
COc1cc(C(=O)NCCCC2CCCC2)ccc1OC1CCN(C(C)=O)CC1,-4,3,1,-19,0.5,1,9,13
COc1cc(C2OC(=O)C3C(c4ccc(OC(C)=O)c(OC)c4)OC(=O)C23)ccc1OC(C)=O (stereo not given),-1,-4,1.1,-32,-1.1,-26,-11,2
CCOC(=O)c1[nH]c2cc(OC)c(OC)cc2c1NC(=O)CN(C)C1CCCCC1,9,-1,0.91,-2,-2.4,0,0,-281
CCc1ccc(NC(=O)CCn2nc(C)c(S(=O)(=O)N3CCCCC3)c2C)cc1,-7,1,0.97,5,2.5,4,7,7
COCCNC(=S)c1ccc(OC)cc1,-1,-1,1,4,1.7,-2,38,24
N#Cc1c(-c2ccccc2)ccnc1Oc1ccccc1,4,8,1.2,-5,2.0,1,11,22
COCCNC(=O)c1ccc(C)cc1C,-10,-1,1,-8,-2.8,-1,9,2
Cc1ncc([N+](=O)[O-])n1Cc1ccc(F)cc1,7,-1,1.2,10,1.4,1,-3,0
Cc1ccc(Cn2ncc3c(N4CCN(Cc5ccc(Cl)cc5)CC4)ncnc32)cc1,-6,-1,0.94,-1,3.4,-6,23,27
O=C(Cc1ccc([N+](=O)[O-])cc1)N/N=C/c1ccco1,-14,-1,1.1,0,2.0,3,11,17
Cc1ccc(OCCC(=O)OCC(=O)Nc2cc(C)nn2-c2ccccc2)cc1,-12,2,1,12,-2.4,2,-1,3
CCN(CC)S(=O)(=O)c1ccc(C)c(NC(=O)Cn2c(=O)cnc3ccccc32)c1,6,-3,1,-21,1.4,-11,-8,-100
O=C(c1cccc(C(=O)N2CCN(c3ccc(F)cc3)CC2)c1)N1CCN(c2ccc(F)cc2)CC1,-6,-1,1.1,-3,9.1,-1,-7,9
COc1ccc(C2CC3(O)CC(C#N)(C(=O)N3)C2(C#N)C#N)cc1 (stereo not given),10,2,1.2,5,5.3,-15,-7,-11
Cc1cc(Nc2ccccc2Cl)nc(-c2ccccc2O)n1,7,1,1.1,-7,0.8,1,15,-16
N=C1SCC(=O)N1c1nc(-c2ccccc2)cs1,1,0,1,96*,2.2,-3,-10,10
CCCCC(=O)O,-8,-2,1,-6,-0.8,1,-9,14
Cc1ccc(C(C(=O)NC2CCCC2)N(Cc2cccs2)C(=O)c2csnn2)o1 (stereo not given),-6,-2,0.93,0,-0.8,2,6,18
CCOC(=O)c1[nH]c(CO)c(C(=O)OCC)c1C,0,2,0.96,-13,0.4,1,7,22
NNC(=O)c1ccc(Cn2cc(Br)c(N)n2)cc1,-9,1,0.93,-6,4.5,0,-8,15
O=C(N1CCN(c2ccccn2)CC1)C(Cl)(Cl)Cl,-8,-1,0.95,-8,1.9,-1,8,-2
CCc1cc(C(=O)OC)c(NC(=O)CC2NCCNC2=O)s1 (stereo not given),-7,-1,1,-13,0.9,0,2,10
c1ccc(NCCCNc2ccccc2)cc1,-1,-2,1.1,-13,1.8,3,-6,0
CC1CCN(C(=O)CSc2nc3ncccc3[nH]2)CC1,-2,3,1,-12,-0.3,-1,11,8
Clc1ccccc1-c1ccc(/C=N/Nc2nncc(-c3ccccc3)n2)o1,-5,-12,0.99,-2,1.7,-4,-4,21
Cc1ccc(-c2csc(NC(=O)C3CC(=O)N(Cc4ccco4)C3)n2)cc1 (stereo not given),-15,0,0.91,17,-3.3,3,12,9
Fc1ccc(-c2cc(C(F)(F)F)nc(-n3cccn3)n2)cc1,-14,0,1.1,-16,0.8,2,-5,3
CN(C)c1cccc(C(=O)NCc2ccc(Cl)cc2)c1,-4,0,1.1,1,2.2,3,12,-169

# Screening data as filed in PubChem.
